Compound activity: PubChem BioAssay, several laboratories
DDE Tn7 FP inh: disrupts Tn7 cyclic peptide binding to fibrin D-Dimer-E complex; inhibition, % at 8.3 µM; FP displacement of FITC-Tn7 peptide from fibrin DD(E); 0% = median of compound wells per plate; actives 0.13% (n = 370,000); P02675;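 active means inhibition above the mean of compounds falling within the control limits plus 3 SD of them, cut at about 14% in these data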;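 further: 0% = plate median of compound wells and 100% = 10 µM Aha-Tn7 peptide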
Target sequence (P02675 whole entry, looked up): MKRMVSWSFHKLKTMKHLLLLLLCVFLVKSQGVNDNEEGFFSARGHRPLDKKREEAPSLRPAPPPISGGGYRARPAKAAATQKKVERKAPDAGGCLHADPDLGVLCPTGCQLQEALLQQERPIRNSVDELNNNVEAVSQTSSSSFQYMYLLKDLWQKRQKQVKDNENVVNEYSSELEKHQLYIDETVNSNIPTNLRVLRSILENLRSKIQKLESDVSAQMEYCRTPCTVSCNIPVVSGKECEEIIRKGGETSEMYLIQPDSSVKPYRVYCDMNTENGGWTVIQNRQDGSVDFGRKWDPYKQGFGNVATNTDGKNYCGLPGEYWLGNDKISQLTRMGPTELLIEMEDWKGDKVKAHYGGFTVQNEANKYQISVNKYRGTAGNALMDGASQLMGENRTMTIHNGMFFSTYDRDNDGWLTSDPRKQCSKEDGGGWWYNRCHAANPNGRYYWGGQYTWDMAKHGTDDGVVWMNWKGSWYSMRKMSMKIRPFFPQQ
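Test system: human clot-derived fibrin DD(E) complex / Quantity: 2 µM final DD(E) protein / Incubation: 10 min plus 3 h, room temperature / Measured by: fluorescence polarization / Benchmarks: high control of 10 µM Aha-Tn7 peptide / Replicates: singlicate testing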
PLC-beta3 inh: inhibitors of human phospholipase C beta3. Purified PLC-beta3, fluorogenic substrate, fluorescence. inhibition, % at 12.2 µM. actives 0.18% (n = 370,000). AID 720704; in the data active means inhibition above about 11%;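 further: 0% = median of compound wells on plate and 100% = full blocker control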
PLC-gamma1 inh: PLC-gamma1 (human) inhibition, primary screen; inhibition, % at 12.2 µM; purified PLC-gamma1, fluorogenic substrate, fluorescence; AID 720700; actives 0.84% (n = 370,000); in the data active means inhibition above about 9.5%
NR1D1 modulator: modulators of human Rev-erb alpha DNA binding; P20393; Rev-erbα–FITC-DNA binding, fluorescence polarization, 90 min; activity, % at 10 µM; actives 0.79% (n = 370,000); AID 1259318;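 active means activity above about 14%, limit read from the data; passing the limit was not always enough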;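 further: 0% = DMSO wells with 35 nM protein and 100% = DMSO wells with 750 nM protein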
ASAP1 GAP inh: inhibitors of human ASAP1 ArfGAP activity | Q9ULH1 | inhibition, % at 16.5 µM | AID 624377 | ASAP1-stimulated ARF1 GTP hydrolysis, GDP FP detection | actives 0.19% (n = 360,000); in the data active means inhibition above about 25%;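 further: 0% = vehicle with enzyme and substrate and 100% = no enzyme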
Target sequence (Q9ULH1 325-724 limits assumed): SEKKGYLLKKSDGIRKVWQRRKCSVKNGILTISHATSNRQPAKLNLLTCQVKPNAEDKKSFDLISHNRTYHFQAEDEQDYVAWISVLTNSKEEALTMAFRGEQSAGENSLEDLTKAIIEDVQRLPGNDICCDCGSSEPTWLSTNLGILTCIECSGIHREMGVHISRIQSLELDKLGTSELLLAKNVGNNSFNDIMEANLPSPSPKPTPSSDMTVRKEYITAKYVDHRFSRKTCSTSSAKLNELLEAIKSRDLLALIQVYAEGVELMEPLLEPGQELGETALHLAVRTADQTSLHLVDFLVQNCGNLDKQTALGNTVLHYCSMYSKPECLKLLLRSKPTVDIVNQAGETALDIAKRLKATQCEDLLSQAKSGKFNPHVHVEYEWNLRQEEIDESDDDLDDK
UHRF1 binding: UHRF1 methyl-DNA binding inhibition; Q96T88; UHRF1 binding to methylated oligo, TR-FRET; inhibition, % at 4.4 µM; actives 0.75% (n = 370,000); AID 687016; in the data active means inhibition above about 21%;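 further: UHRF1 SRA domain binding a hemimethylated CpG hairpin DNA probe; 0% = median of test compound wells and 100% = reference inhibitor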
proKLK7 act: proKLK7 (human) activation, primary screen; purified proKLK7, EDANS-DABCYL substrate fluorescence; 100% is mature enzyme control, 0% vehicle; P49862; actives 0.9% (n = 370,000); activation, % at 7 µM;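 active means activation above the mean of all tested compounds plus 3 SD, computed per campaign excluding outliers beyond control limits, cut at about 13% in these data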
ARFGAP1 inhibitor: rat ARFGAP1 inhibition. Q62848. AID 651572. inhibition, % at 16.5 µM. Arfgap1-stimulated ARF1 GTP hydrolysis, GDP FP detection. actives 0.26% (n = 360,000);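 active means inhibition above a per-plate limit, mean inhibition of low control wells plus 3 SD, cut at about 25% in these data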;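 further: 0% = DMSO wells with enzyme and 100% = wells lacking Arfgap1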
Target sequence (Q62848 1-136 limits assumed): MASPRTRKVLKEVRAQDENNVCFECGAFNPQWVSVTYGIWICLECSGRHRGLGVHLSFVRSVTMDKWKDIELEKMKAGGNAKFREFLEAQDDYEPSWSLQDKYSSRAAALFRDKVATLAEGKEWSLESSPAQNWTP
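System: truncated rat Arfgap1 GAP domain / Benchmarks: high control wells lacking Arfgap1, low control full reaction with DMSO / Times: compound-enzyme preincubation 20 min, reaction 120 min, detection 60 min, 25 °C / Repeats: one replicate per compound / Also added: human ARF1(Δ1-17)-GTP substrate / Measured by: Tracer-displacement fluorescence polarization with EDTA stop, 620/688 nm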
DDE Tn6 FP inh: DD(E)-Tn6 binding inhibition, primary FP screen; P02675; actives 0.21% (n = 370,000); Fibrin DD(E) TRITC-Tn6 fluorescence polarization displacement; inhibition, % at 8.3 µM;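 active means inhibition above a per-campaign cutoff: mean of compounds within control limits plus 3 SD, cut at about 15% in these data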;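 further: 0% = median of all compound wells on the plate and 100% = blocking peptide control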
sPLA2-III inh: Blocks human group III sPLA2 activity; inhibition, % at 12.2 µM; actives 0.56% (n = 370,000); AID 743126; QFRET BODIPY PC-A2 liposome hydrolysis, fluorescence; Q9NZ20;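 active means inhibition above mean plus 3 SD of compounds lying within the high and low control bounds, cut at about 19% in these data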;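 further: 0% = median of test compound wells and 100% = no enzyme DMSO wells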
Numbers without * were called inactive; · = no result given.

SMILES,DDE Tn7 FP inh,PLC-beta3 inh,PLC-gamma1 inh,NR1D1 modulator,ASAP1 GAP inh,UHRF1 binding,proKLK7 act,ARFGAP1 inhibitor,DDE Tn6 FP inh,sPLA2-III inh
COCCNC(=O)CCC1CCN(Cc2cccc(Oc3ccccc3)c2)CC1,-1.7,-4.2,1.5,-1.0,-0.6,-0.8,-0.1,3.5,5.2,-1.6
CCN1CCN(C(=O)c2ccccc2N(Cc2ccccc2)S(C)(=O)=O)CC1,5.6,-0.6,1.4,5.4,0.5,-0.1,-0.1,-4.3,-0.7,0.5
CCOC(=O)c1cc(=O)n(-c2ccc(Cl)cc2C)[nH]1,2.2,-4.3,0.3,2.4,-6.8,0.5,-0.5,-3.4,1.2,5.2
CCOC(=O)C(Cc1cc(C(C)=O)ccc1OC(C)C)C(=O)OCC,2.0,-0.5,-1.8,-0.2,5.9,2.3,0.9,11.1,-0.5,-9.7
COc1ccc(C2=NN(CN3C(=O)C(=O)c4ccccc43)C(c3ccc(Br)cc3)C2)cc1 (stereo not drawn),0.5,1.8,4.3,-5.0,1.5,1.1,-0.6,-13.9,-1.6,-2.0
Cc1cccc(OCC(=O)N/N=C/c2ccc(N(C)C)cc2)c1,-4.9,-44.0,-34.2,-2.7,5.5,-3.9,-0.8,0.7,0.6,0.8
O=C(NCCCN1CCOCC1)c1ccc(Cl)s1,3.8,-1.9,0.4,-2.0,-0.6,2.7,-0.1,6.0,-1.9,10.7
CS(=O)(=O)N1CCC(C(=O)NCc2ccccc2)CC1,2.8,0.5,4.4,-1.8,-7.2,2.2,-0.6,-6.3,1.1,0.1
CN(C1=C(N2CCOCC2)C(=O)c2ccccc2C1=O)c1ccccc1,3.1,-6.5,-5.8,10.2,-14.8,-8.0,-0.4,9.3,-1.0,25.4*
CCOC(=O)c1c(-c2ccccc2)oc2ccc(OCC(N)=O)cc12,-2.3,-133.4,-111.6,3.5,0.4,3.8,-11.2,2.3,-4.2,-1.0
CCOC(=O)N1CCN(c2cc(=O)n(-c3ccc(C)cc3)c(=O)[nH]2)CC1,-14.5,5.0,5.9,-7.4,13.6,0.6,0.6,-7.9,2.3,9.4
O=C(CCCN1C(=O)CCC1=O)Nc1ccc2c(c1)OCO2,7.7,-0.8,1.2,-1.1,-3.0,-0.3,0.0,4.0,4.8,11.1
CCc1ccc(NC(=O)CSc2nnc(Cn3c(=O)sc4ccccc43)n2C)cc1,3.9,1.0,0.4,2.9,-3.8,-2.1,-0.3,-0.4,5.7,-2.8
Cc1ccc(-c2csc(C(O)c3ccc(F)cc3)n2)cc1C (stereo not drawn),-0.5,-4.8,-5.5,5.4,11.3,-2.7,0.7,13.0,-1.9,-21.1
O=C(COC(=O)c1ccc2c(c1)C(=O)N(CCc1ccccc1)C2=O)Nc1ccc(OC(F)F)cc1,3.0,2.7,2.6,10.7,1.3,-1.7,0.8,-11.4,-3.3,-7.5
CCc1ccc(NC(=O)c2ccccc2SC)cc1,-8.2,-4.9,5.0,4.3,0.4,3.1,-0.2,4.5,6.2,7.1
C[C@@H]1C(=O)N2N=Cc3cc4ccccc4cc3[C@H]2N2N=Cc3cc4ccccc4cc3[C@@H]12,9.5,-6.9,-6.1,-2.6,·,6.1,-0.6,·,0.1,3.7
N#Cc1c2c(c(NCCCN3CCOCC3)n3c1nc1ccccc13)CCC2,1.4,-308.7,-274.9,-9.1,8.4,0.6,4.4,3.0,0.2,-0.4
CC(CC(=O)O)n1nnc2ccccc21 (stereo not drawn),1.8,-8.8,0.7,3.5,-8.4,-1.3,0.8,-4.9,-5.0,10.6
CN(Cc1ccco1)C(=O)Cn1nc(-c2ccc(Cl)cc2)ccc1=O,7.5,-5.6,-1.8,-7.6,4.4,0.4,0.4,-5.2,8.3,-2.0
COc1ccccc1CN(C)C(=O)C(NC(=O)Cc1cccc2ccccc12)C(C)C (stereo not drawn),-4.3,-6.2,-1.1,-0.4,-1.4,0.4,0.8,1.7,-0.2,-5.6
COc1ccc(CNCCSc2nnnn2C)c(OC)c1OC,-6.0,8.7,1.9,1.1,-2.3,-0.6,1.3,-3.5,3.8,-1.6
Cc1ccc(CNC(=O)C2CCC(=O)N(CCc3ccc(Cl)cc3)C2)cc1 (stereo not drawn),-8.8,-7.2,0.8,-2.3,-7.2,-1.1,0.7,0.8,-1.1,-6.4
CCc1ccc(N=C2NC(=O)/C(=C/c3ccc(OCC(=O)O)c(OC)c3)S2)cc1,2.4,-22.9,-11.9,-2.1,6.6,0.9,1.4,13.1,-5.4,-6.1

Reprinted from the part before: two entries, then new ones.
SMILES,DDE Tn7 FP inh,PLC-beta3 inh,PLC-gamma1 inh,NR1D1 modulator,ASAP1 GAP inh,UHRF1 binding,proKLK7 act,ARFGAP1 inhibitor,DDE Tn6 FP inh,sPLA2-III inh
Cc1ccc(CNC(=O)C2CCC(=O)N(CCc3ccc(Cl)cc3)C2)cc1 (stereo not drawn),-8.8,-7.2,0.8,-2.3,-7.2,-1.1,0.7,0.8,-1.1,-6.4
CCc1ccc(N=C2NC(=O)/C(=C/c3ccc(OCC(=O)O)c(OC)c3)S2)cc1,2.4,-22.9,-11.9,-2.1,6.6,0.9,1.4,13.1,-5.4,-6.1
Cc1ccc(-c2cc(C(F)F)n3ncc(C(=O)N4CCCCC4c4cccnc4)c3n2)cc1 (stereo not drawn),-1.8,-59.5,-38.1,2.7,-4.4,4.8,-3.9,-0.1,4.3,11.7
C[C@@H](C(=O)NCCc1c[nH]c2ccccc12)[C@H]1C[C@]1(C)[C@H](NC(=O)OCc1ccccc1)c1ccccc1,-4.6,-0.9,0.0,3.3,9.1,-1.0,0.6,4.2,-5.0,-78.8
Cc1ccc2nc(NC(=O)CSc3nc(=O)n(CCCN(C)C)c4c3CCC4)sc2c1,2.0,-17.5,-8.9,-0.5,2.4,0.1,0.3,4.0,1.6,-9.7
O=C(COC(=O)c1cc([N+](=O)[O-])ccc1N1CCCC1)Nc1ccccc1OC(F)F,7.8,-6.1,2.9,1.4,7.9,0.3,0.3,2.6,1.2,-4.2
CCOC(=O)c1cnc2c(C#N)c(C)nn2c1-c1ccccc1,9.8,-65.8,-50.9,-0.4,-11.0,0.6,0.3,-3.8,5.0,6.8
CC1CN(C(=O)c2cc(S(=O)(=O)N(C)c3ccc(F)cc3)ccc2Cl)CC(C)O1 (stereo not drawn),-0.6,-5.9,2.0,-4.0,13.1,2.4,0.3,-3.4,-0.7,-7.5
O=C(NNC(=O)c1nc(Cl)ccc1Cl)c1ccc(F)cc1,-1.9,-1.8,5.4,7.0,-2.1,-3.1,-0.2,5.1,1.6,0.3
CC(=O)C[C@H]1c2cc(C(F)(F)F)ccc2S(=O)(=O)N1c1ccccc1,0.4,2.8,2.0,-7.3,8.6,-1.0,0.2,-0.5,5.1,-3.4
CC(=O)Nc1cccc(-c2csc(C(C)(O)c3cccc(F)c3)n2)c1 (stereo not drawn),8.8,-1.2,-1.1,-3.0,5.8,0.2,0.3,4.8,-1.1,-12.4
COc1ccc(C(C)=O)cc1CS(=O)(=O)CC(=O)O,-3.0,-5.2,-1.1,-5.6,-10.9,3.5,0.6,-6.2,-2.2,1.5
O=C(CSc1n[nH]c(-c2ccncc2)n1)Nc1ccc(Cl)c(Cl)c1,6.0,-33.3,-17.3,-0.5,3.8,-2.7,-1.0,7.5,-7.6,-3.8
Cc1ccccc1N(CC(=O)NC1CCCCC1)C(=O)CCCC(=O)Nc1ccccn1,0.1,-7.0,-0.2,6.4,9.1,0.7,-0.4,3.4,5.4,3.0
OC[C@@H](O)[C@@H](O)[C@H](O)[C@H](O)CO,-8.3,4.0,3.5,-6.7,-4.0,3.5,0.3,12.7,4.0,13.5
CC(=O)NC(C)(c1ccccc1)c1nc(-c2cccc(C#N)c2)cs1 (stereo not drawn),3.1,1.7,-2.1,-3.6,-0.8,-3.6,0.3,-7.2,6.7,-10.0
COc1ccc2nc(NN=C(C)c3ccccn3)cc(C)c2c1,2.2,-4.5,-6.2,-0.9,-0.7,-2.7,-0.2,-5.2,-3.5,-4.0
CC(C)n1c(SCC(=O)Nc2ccc(N3CCOCC3)cc2)nnc1-c1ccco1,-2.4,-4.1,2.5,1.7,-4.5,-0.4,0.0,5.8,-5.0,5.0
OCCC1CN(Cc2cccn2-c2ncccn2)CCN1CCc1ccccc1 (stereo not drawn),-0.3,-25.0,-17.5,-1.8,8.7,1.6,0.3,-0.2,-1.1,1.3
C/C(=N\NC(N)=O)c1cccc(Cl)c1,-10.9,0.1,0.6,1.6,6.8,-4.8,0.1,6.8,-4.7,-2.4
Cc1ccc(CNS(=O)(=O)c2ccc3c(c2)CCN3C(=O)C2CCC2)cc1,-6.5,-8.9,3.8,-1.6,6.1,-3.3,0.2,-8.1,-3.1,1.5
N#CCC(=O)Nc1ccc(C(=O)OCC(=O)NC(=O)Cc2ccccc2)cc1,-3.2,-3.9,4.7,0.5,14.9,1.6,-0.4,-7.7,-2.4,-41.5
COc1cc(S(=O)(=O)NCc2ccncc2)ccc1Br,-12.1,-6.9,0.0,-11.4,4.3,1.5,-0.9,7.0,-3.9,5.0
Cc1c(NC(=O)c2ccc(N(Cc3ccccc3)S(C)(=O)=O)cc2)c(=O)n(-c2ccccc2)n1C,2.9,-1.3,1.1,-1.7,-11.5,-0.7,-0.6,-1.4,5.5,2.7
COc1cc(OC)c2c(-c3cccc(-c4ccc(OC)c(F)c4)c3)cc(=O)oc2c1,-3.3,-4.2,-3.4,5.2,6.7,-1.7,-7.5,0.0,0.5,1.1
CCCCC[C@H](O)/C=C/C1C(=O)C=C[C@H]1C/C=C\CCCC(=O)OC (stereo partly drawn),4.8,-1.3,-1.4,2.4,4.5,-1.1,0.4,-3.3,-0.4,-10.6
O=C(CN(C(=O)CCC(=O)Nc1ccccn1)c1ccc2c(c1)OCCO2)NCCc1ccccc1,-3.8,0.1,0.0,2.1,-0.4,-5.3,-0.1,-5.3,2.2,0.3
C/C(=N\Nc1cc(C)nc(NCc2ccccc2)n1)c1cccc([N+](=O)[O-])c1,-6.6,-4.6,-0.5,3.9,0.0,-0.3,0.1,-0.6,-2.3,-2.1
Cc1ccc(NC2=NCCCCC2)cc1,-6.5,2.1,3.0,0.2,1.4,-0.9,0.3,-0.1,2.0,2.4
COc1ccc(/C(O)=C2/C(=O)C(=O)N(CC3CCCO3)C2c2cccc(O)c2)cc1 (stereo not drawn),1.2,-0.7,9.6*,-2.1,-4.4,-4.5,5.3,13.8,-5.2,10.3
CC1(c2nnnn2Cc2ccccc2)CCC(=O)N1CCCn1ccnc1 (stereo not drawn),10.7,1.5,0.6,8.4,3.2,-0.2,0.2,-6.0,4.6,18.1
COc1ccc(NC(=S)NNC(=O)C2CC2c2ccc(C)cc2)cc1 (stereo not drawn),-2.9,5.7,0.9,1.5,1.1,-1.5,-0.3,0.8,4.4,21.4*
